# NTMT1 inhibitor = NTMT1 methyltransferase inhibition | Potency, µM (doses to about 114 µM), for the others: at the highest dose activity change, negative = inhibition, most hits filed as inhibitors | hit rate 2.5% among 59,000 | AID 1645870 | NTMT1 MTase-Glo SAH luminescence, purified enzyme;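 also: potency is read from the fitted curve at half-maximal effect; plate controls were DMSO vehicle for no effect and no enzyme for full effect; nearly all actives have a fitted effect of over 65% in size; many of its hits are not listed in these tables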
# FH mod = Identification of activators of human fumarate hydratase by quantitative high-throughput screening; Fumarate hydratase, mitochondrial (Homo sapiens), P07954; Potency, µM (titrated, usually from 79.9 µM), for the others: top-dose activity change, negative = inhibition, usual class: inhibitors; hit rate 0.22% among 54,000; FH coupled MDH/diaphorase resazurin fluorescence, 15 min; also: potency is read from the fitted curve at half-maximal effect; % is scaled to controls: 0 for no effect and ±100 for the full control effect; the screen sought activators but most active calls are inhibition curves; nearly all actives have a fitted effect of over 45% in size
# Target sequence (P07954 whole entry, looked up): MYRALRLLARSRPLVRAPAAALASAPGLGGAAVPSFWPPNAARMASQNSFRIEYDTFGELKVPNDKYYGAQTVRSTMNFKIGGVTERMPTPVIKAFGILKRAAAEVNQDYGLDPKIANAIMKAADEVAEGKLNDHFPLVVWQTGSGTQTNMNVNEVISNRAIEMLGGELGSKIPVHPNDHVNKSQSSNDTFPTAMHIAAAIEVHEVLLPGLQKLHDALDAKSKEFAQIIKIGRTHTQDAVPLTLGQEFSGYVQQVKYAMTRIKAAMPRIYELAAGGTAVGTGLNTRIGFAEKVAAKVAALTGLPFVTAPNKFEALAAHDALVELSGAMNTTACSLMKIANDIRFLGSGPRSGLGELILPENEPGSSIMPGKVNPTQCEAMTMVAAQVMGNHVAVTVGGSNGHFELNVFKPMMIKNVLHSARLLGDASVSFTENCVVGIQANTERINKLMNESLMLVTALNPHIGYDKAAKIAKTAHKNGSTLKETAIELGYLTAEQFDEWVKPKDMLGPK
# B2AR arrestin ag = beta-arrestin recruitment by human beta2-adrenergic receptor ligands. P07550. HTLA Tango cells, beta-arrestin recruitment, luciferase luminescence, 18 h. Potency, µM (top dose mostly 46.1 µM), inactives show at the top dose activation, most hits filed as activators. 44,000 tested, under 10 active;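 also: potency is read from the fitted curve at half-maximal effect; 0% = DMSO and full agonism = EC100 isoproterenol or metaproterenol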
# Target sequence (P07550 whole entry, looked up): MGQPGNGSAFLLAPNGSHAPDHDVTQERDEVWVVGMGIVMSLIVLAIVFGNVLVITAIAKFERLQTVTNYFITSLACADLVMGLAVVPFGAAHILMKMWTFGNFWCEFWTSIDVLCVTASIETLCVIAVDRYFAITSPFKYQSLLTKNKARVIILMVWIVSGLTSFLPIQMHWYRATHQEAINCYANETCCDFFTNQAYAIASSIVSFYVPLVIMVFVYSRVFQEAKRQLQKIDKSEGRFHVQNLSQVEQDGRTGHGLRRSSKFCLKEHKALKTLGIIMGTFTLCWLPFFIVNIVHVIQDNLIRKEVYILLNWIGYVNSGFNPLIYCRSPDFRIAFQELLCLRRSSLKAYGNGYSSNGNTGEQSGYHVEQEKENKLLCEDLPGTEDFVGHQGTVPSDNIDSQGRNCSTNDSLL
#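 Tango cell line, 1% FBS DMEM; cpd titration up to 46 microM; 18 hr, 37 degrees C, 5% CO2. Luciferin/ATP substrate mix added, 15 min RT, luminescence. %Activity, CRC fitting, curve-class categorization.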
# p53null 32C kill = selectivity test: cytotoxicity in p53 null cells, permissive temperature; hit rate 0.62% among 55,000; Potency, µM (titrated, usually from 46.1 µM), without a hit: at the top dose activity change, negative = cytotoxicity, hits mostly cytotoxic; H1299-neo p53 null cells, ATP luminescence, 24 h, 32C; AID 903;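 also: potency is read from the fitted curve at half-maximal effect; 0% = DMSO only and -100% = full killing by 100 µM tamoxifen; nearly all actives have a fitted effect of over 55% in size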
#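 H1299-neo, 600 cells/well; overnight 37C; cpd up to 46 uM, 24 h at 32C; ATPlite luminescence after 20 min RT; normalized to DMSO (0%) and tamoxifen 100 uM (100% kill); Hill-fit AC50.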
# PTAP-TSG101 blk = TSG101-PTAP interaction inhibition, HIV-1 budding; Q99816; Fluorescence polarization, FITC-PTAP peptide/Tsg101, 20 min; Potency, µM (titrated, usually from 115 µM), without a hit: top-dose activity change, negative = inhibition, usual class: inhibitors; 44,000 tested, under 10 active; AID 1347069; also: potency is read from the fitted curve at half-maximal effect; 0% is about no effect
#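 Compounds pinned into 10 uM Tsg101 binding domain, then 50 nM FITC-PTAP peptide added in pH 7.5 HEPES buffer; FP read after 20 min, room temperature. Total S+P intensity flags fluorescent compounds; active cut-off <25 µM, efficacy <60%.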
# GALK inh = inhibits human galactokinase | recombinant GALK, Kinase-Glo ATP luminescence, 1 h | P51570 | Potency, µM (highest dose often 57.5 µM), inactives show at the highest dose activity, negative = inhibition, hits mostly inhibitors | 44,000 tested, under 10 active;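 also: plate controls were full GALK reaction for no effect and reaction lacking GALK for full effect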
#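 Luminescent ATP-depletion readout (Kinase-Glo Plus, 10 min) after 1 h RT reaction of 5 nM GALK, 35 uM ATP, 100 uM galactose, pH 8.0 HEPES buffer. Decreased kinase activity scored as inhibition.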
# p53null 39C kill = kills p53 null cells at the nonpermissive temperature. AID 904. hit rate 0.97% among 55,000. H1299 p53-null (neo) cells, 39C, ATPlite viability, 24 h. Potency, µM (series often up to 46.1 µM), without a hit: top-dose activity, negative = cell killing, hits mostly cytotoxic;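 also: potency is read from the fitted curve at half-maximal effect; 0% = DMSO only and -100% = full killing by 100 µM tamoxifen; nearly all actives have a fitted effect of over 50% in size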
#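 H1299 lung cancer cells, p53-null (H1299-neo) or expressing p53 A138V (H1299-p53A138V), were plated overnight at 37C, then exposed to compounds at up to 46 uM for 24 hr at 39C. Viability was read by ATP-based luminescence.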
# Starred values were filed as active, the others as inactive; ? = inconclusive; . = no result given; [ ] = another dose, or the depositor's remark. Calls follow the shape of the dose curve; as a rule, active = well fitted curve in the direction sought with a large enough effect; inconclusive = small, poorly fitted or top-dose-only effect, or another doubt; inactive = no such curve, though single readings can be large; an effect the other way counts as inactive or inconclusive.
# The opening 2 compounds, ahead of the listing:
# The line under a structure holds: NTMT1 inhibitor | FH mod | B2AR arrestin ag | p53null 32C kill | PTAP-TSG101 blk | GALK inh | p53null 39C kill
Cc1nn(Cc2ccc(Cl)c(Cl)c2)c(C)c1NC(=O)c1noc2c1CCc1ccccc1-2
  . | . | 9% | 41%[activator] | -4% | 1% | 44%[activator]
Cc1ccccc1NC(=O)CSc1nc2ccc(NC(=O)c3ccco3)cc2s1
  17% | -15% | -4% | -13% | 0% | -5% | ?

# The whole of this part, repeating the preview:
# The line under a structure holds: NTMT1 inhibitor | FH mod | B2AR arrestin ag | p53null 32C kill | PTAP-TSG101 blk | GALK inh | p53null 39C kill
Cc1nn(Cc2ccc(Cl)c(Cl)c2)c(C)c1NC(=O)c1noc2c1CCc1ccccc1-2
  . | . | 9% | 41%[activator] | -4% | 1% | 44%[activator]
Cc1ccccc1NC(=O)CSc1nc2ccc(NC(=O)c3ccco3)cc2s1
  17% | -15% | -4% | -13% | 0% | -5% | ?
CCCc1cc(=O)oc2cc(C)c3c(-c4cccc(OC)c4)coc3c12
  -4% | -7% | 1% | 4% | -5% | 0% | 8%
CCN1CCN(c2c(S(=O)(=O)c3ccccc3)cnc3ccc(Cl)cc23)CC1
  -18% | 6% | 0% | 16% | -2% | 0% | 1%
Cc1ccc(NC(=O)c2ccc3snnc3c2)cc1Cl
  -3% | -2% | -4% | -8% | 2% | -2% | ?
Cc1ccc2oc3c(c(=O)c2c1)C1(C(=O)N(C)c2ccccc21)N(CCCO)C3=O (stereo unspecified)
  9% | 1% | 0% | -1% | -7% | -13% | -6%
Clc1ccc(-n2ncc3c(NC4CCCC4)ncnc32)cc1
  1% | -10% | -1% | ? | -3% | 0% | -1%
CCOc1ccc(NC(=O)c2ccc(NC(=O)CCS(=O)(=O)c3cccs3)cc2)cc1
  18% | -2% | 1% | 0% | 0% | 0% | -11%
Cc1ccc2c(c1)C(=O)OC(C(=O)Nc1ncc(Cc3ccccc3Cl)s1)C2 (stereo unspecified)
  13% | 1% | 0% | 7% | 3% | 0% | -11%
COc1cccc(-c2cc(C(=O)Nc3cccnc3Cl)no2)c1
  . | . | -2% | -12% | -5% | 0% | -28%
COC(=O)C(Cc1c[nH]c2ccccc12)NC(=O)COc1cccc(C)c1 (stereo unspecified)
  -1% | -6% | 1% | -12% | 1% | 0% | 0%
O=C(c1ccc(F)cc1F)N1CCC(c2nc(-c3ccc(S(=O)(=O)N4CCCC4)cc3)no2)CC1
  15% | -13% | -2% | -4% | -2% | 2% | 6%
CN(C)c1ccc(CNC(=O)Cc2ccc(NC(=O)N3CCCCc4ccccc43)cc2)cc1
  -6% | -16% | -1% | 2% | -2% | -1% | ?
CCOC(=O)c1c(NC(=O)/C=C/c2ccc(OC)cc2)sc2c1CCC(C)C2 (stereo unspecified)
  -10% | 6% | -1% | -2% | 0% | -3% | -3%
Cc1cc2nn(-c3ccc(F)cc3)nc2cc1NC(=O)c1cccc2c(Cl)cccc12
  5% | 1% | 0% | 1% | 2% | 1% | -25%
CC(=O)c1ccc(N2CCN(C(=O)c3cc4c(s3)-c3ccccc3OC4)CC2)cc1
  12% | -25% | 0% | -14% | -1% | ? | -23%
CCN(CC)c1ccc(NC(=O)c2cc(CN3CCCC3)on2)c(C)c1
  -14% | -5% | 0% | -6% | -3% | 4% | -5%
CC1=C(C(=O)Nc2cccnc2)C(c2ccc(C)cc2)n2nc(SCc3ccccc3F)nc2N1 (stereo unspecified)
  0% | -2% | 0% | 6% | 1% | 4% | 4%
COC(=O)c1c(NC(=O)c2c(OC)cccc2OC)sc2c1CCCC2
  4% | ? | -2% | 7% | 3% | -3% | 3%
Cc1ccc2nc(-c3ccccc3F)c(Nc3ccc(Cl)cc3)n2c1
  -20% | -19% | 1% | 36%[activator] | -1% | 0% | 20µM*
COc1ccc(C)cc1NC(=O)CN1C(=O)COc2ccc(S(=O)(=O)N3CCOCC3)cc21
  11% | -2% | 0% | 1% | -1% | 1% | 14%
CCC(=O)N1CCc2cc(S(=O)(=O)CCC(=O)NCc3ccc(C)cc3)ccc21
  -4% | -3% | -2% | 17% | -5% | 0% | 16%
CCOc1ccc(S(=O)(=O)N(C(C)=O)c2ccc3oc(C)c(C(=O)OC)c3c2)cc1
  8% | ? | 1% | 35%[activator] | 1% | 0% | ?
Cc1sc2ncn(CC(=O)N3CCN(c4ccccc4F)CC3)c(=O)c2c1S(=O)(=O)N1CCC(C)CC1
  2% | -17% | 0% | 8% | -1% | -6% | -5%
Cc1ccc(-c2cn3cccnc3n2)cc1NC(=O)Nc1ccc(F)cc1
  -1% | -16% | 1% | 3%[9.22 µM] | -5% | 9% | -22%
COc1cccc(NC(=O)CSCc2cc(=O)c3ccc(C)c(C)c3[nH]2)c1
  -25% | -6% | 0% | 8% | -1% | 1% | 5%
COc1ccccc1CNC(=O)CCCCn1c(=O)c2ccccc2n(Cc2c(C)cc(C)cc2C)c1=O
  13% | 0% | -2% | 15% | -1% | 6% | -7%
Cc1cc(F)ccc1NC(=O)CN(C)S(=O)(=O)c1ccc(C(=O)N2CCOCC2)s1
  -3% | 1% | -1% | 4% | -4% | 2% | 3%
O=C(Cc1ccc(NC(=O)N2CCCCc3ccccc32)cc1)NCc1ccccc1
  10% | 1% | 4% | 21% | -8% | -1% | -3%
Cc1ccc(OCCn2c(CNc3ccccc3C)nc3ccccc32)cc1
  1% | -13% | 1% | 0% | -8% | 6% | ?
CCCOc1ccc(C2C(=O)N(C3CCCCC3)CC(=O)N2CCC2=CCCCC2)cc1OC (stereo unspecified)
  -2% | -3% | -1% | -5% | -2% | -2% | -3%
CC(C)(C)C1CCc2c(sc(NC(=O)c3ccco3)c2C(=O)Nc2ccccc2Cl)C1 (stereo unspecified)
  8% | ? | 1% | 2% | 2% | -1% | -3%
CCCN(CCC)C(=O)c1nn(C)c2c1CSc1ccc(C)cc1-2
  ? | -10% | 7% | 14% | -6% | -2% | 6%
Cc1ccc(CNC(=O)Cn2ccn(-c3ccc(F)c(F)c3)c(=O)c2=O)cc1
  -1% | -9% | 0% | 1% | -2% | 2% | -11%
COc1ccc(OC)c(NC(=O)c2cn3c4c(ccc(Cl)c4c2=O)OC(C)C3)c1 (stereo unspecified)
  -4% | -7% | 0% | -3% | 10% | 3% | -9%
CCOc1ccccc1/C=C/c1onc(C)c1S(=O)(=O)N1CCC(C(=O)N(CC)CC)CC1
  21% | ? | 2% | 37%[activator] | 0% | -1% | 10%
CC(C)(C)C1CCc2c(sc(NC(=O)c3ccccc3F)c2C(=O)NCc2ccco2)C1 (stereo unspecified)
  15% | -9% | -2% | -2% | -14% | -1% | 8%
COc1ccccc1Nc1cc(C)nc2nc(-c3ccccc3)nn12
  -14% | -4% | 1% | -2% | -6% | -3% | 0%
O=C(c1cc2ccc3cccnc3c2[nH]1)N1CCN(c2cccc(C(F)(F)F)c2)CC1
  5% | -8% | -1% | 5% | -3% | 3% | -3%
COc1ccc(NC(=O)c2c(NCc3cccs3)sc3c2CCCC3)c(OC)c1
  -5% | ? | 2% | -3% | 0% | -2% | 42%[activator]
Cn1c(C(=O)NCCc2ccccc2)cc2sc(Cl)cc21
  -10% | -3% | -2% | 11µM* | 3% | 2% | 7.9µM*
Cc1nc2c(c(C)nn2-c2ccccc2)c(C)c1CCC(=O)Nc1ccc(F)cc1
  -6% | -8% | -3% | 4% | 0% | 7% | -21%
Cc1cc(=O)n(Cc2ccc(F)cc2Cl)c2c1c(C)nn2-c1ccccc1
  -6% | 2% | -1% | 1% | 0% | 4% | 12%
COc1ccc(Cl)cc1NC(=O)CSc1nccn1Cc1ccco1
  -4% | -16% | 1% | -2% | 2% | -5% | 27%
Cc1ccccc1NS(=O)(=O)c1ccc2[nH]cc(C(=O)N3CCCC3)c(=O)c2c1
  -13% | -13% | -1% | -2% | 0% | -1% | 4%
CC(=O)Nc1ccc(NC(=O)c2cnn(-c3ccccc3)c2C2CCN(C(=O)OC(C)(C)C)CC2)cc1
  19% | -8% | 0% | 3% | -8% | 8% | -16%
CCOc1ccc(N(CC(=O)NCc2ccc(Cl)cc2)S(=O)(=O)c2c(C)noc2C)cc1
  6% | -3% | -2% | 4% | 1% | 6% | -13%
O=C(Nc1ccc(F)cc1F)c1cc2ccc3cccnc3c2[nH]1
  -4% | 3% | 0% | -20% | 0% | -1% | ?
O=C(O)c1ccc2c(c1)N(Cc1ccc(F)cc1Cl)C(=O)c1ccccc1S2
  4% | -21% | 2% | 0% | -2% | -7% | 14%
COC(=O)c1cc2oc3ccccc3c2n1CC(=O)Nc1ccc(C)cc1C
  . | . | 1% | -2% | 1% | 1% | 1%
Cc1noc(Cn2c(=O)c3cc4c(cc3n(CC(=O)Nc3ccccc3F)c2=O)OCO4)n1
  19% | 4% | 0% | -3% | 0% | 1% | 40%[activator]
COc1ccc(C2c3c(oc4cc(C)cc(C)c4c3=O)C(=O)N2Cc2ccco2)cc1OC (stereo unspecified)
  10% | 3% | -2% | -6% | -9% | 2% | -27%
Cc1ccc2c(c1)cc1c(=O)n(CC(=O)N3CCCCC3)nc(C)n12
  17% | -12% | -1% | -5% | 3% | -2% | -5%
CC1CCCCN1c1nc(-c2ccc(C(C)(C)C)cc2)nc2ccccc12 (stereo unspecified)
  7% | -4% | 1% | 13µM* | 3% | 2% | 16µM*
CCn1c(=N)n(CC(O)COc2ccccc2)c2ccccc21 (stereo unspecified)
  -2% | 2% | -2% | -8% | 1% | 2% | 15%
Cc1cc(-c2ccc(S(=O)(=O)Nc3cccc(Cl)c3C)cc2)on1
  . | . | -1% | 7% | 0% | 4% | 15%
CC(=O)c1cccc(NC(=O)CCn2nc(C)c(S(=O)(=O)N(C)C)c2C)c1
  -4% | 10% | 0% | -11% | 2% | -1% | 0%
CCOc1ccc(CCNC(=O)c2ccc3nc(CC)c(CC)nc3c2)cc1
  3% | -15% | -2% | 4% | -2% | -1% | 2%
Cc1cccc(OCC(=O)Nc2ccc(S(=O)(=O)Nc3onc(C)c3C)cc2)c1C
  ? | -11% | 0% | 3% | 1% | 1% | -21%
COc1ccc(C(CNC(=O)c2oc3cc(Br)ccc3c2C)N2CCCCC2)cc1 (stereo unspecified)
  -1% | -11% | -2% | -1% | 0% | 1% | 9%
COC(=O)c1sccc1S(=O)(=O)N1CCN(c2cccc(C)c2C)CC1
  16% | -16% | 0% | -7% | 1% | -2% | -3%
COc1ccccc1CNC(=O)CSc1ncc2c(n1)-c1cc(Cl)ccc1N(Cc1ccccc1)S2(=O)=O
  7% | -15% | 0% | 0% | 6% | -1% | -3%

# Bioassay records as filed in PubChem.

# Some of the compounds tested (hit frequency here may not be typical).
